High-throughput results (PubChem)
MC4R ag barr: human MC4R agonism via beta-arrestin; P32245; U2OS MC4R beta-arrestin complementation, luminescence; percent of melanotan II response, DMSO zero; activation, % at 8.9 µM; actives 0.98% (n = 360,000); AID 540308;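 active means activation above a per-plate cutoff, the mean activation of sample wells on that plate plus 3 SD, cut at about 8% in these data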
ABHD5 PLIN5 PPI: inhibitors of human ABHD5-perilipin-5 interaction; Split G. princeps luciferase complementation, luminescence, 4 h; inhibition, % at 4 µM; actives 0.78% (n = 360,000);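 active means inhibition above the mean inhibition across every tested compound plus 3 SD, cut at about 22% in these data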;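 further: 0% = DMSO only wells and the 100% control is not disclosed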
Target sequence (Q00G26 whole entry, looked up): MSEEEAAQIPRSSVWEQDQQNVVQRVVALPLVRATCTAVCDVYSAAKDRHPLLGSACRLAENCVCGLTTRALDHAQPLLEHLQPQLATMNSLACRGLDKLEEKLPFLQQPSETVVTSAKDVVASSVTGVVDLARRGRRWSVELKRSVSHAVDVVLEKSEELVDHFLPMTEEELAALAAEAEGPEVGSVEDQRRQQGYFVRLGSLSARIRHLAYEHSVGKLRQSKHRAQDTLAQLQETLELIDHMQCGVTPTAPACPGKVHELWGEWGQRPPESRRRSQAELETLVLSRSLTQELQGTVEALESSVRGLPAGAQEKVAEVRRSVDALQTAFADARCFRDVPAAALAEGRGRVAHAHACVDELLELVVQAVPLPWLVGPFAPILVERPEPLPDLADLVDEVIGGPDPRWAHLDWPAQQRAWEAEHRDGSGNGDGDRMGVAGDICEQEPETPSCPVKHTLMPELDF
Target sequence (Q8WTS1 whole entry, looked up): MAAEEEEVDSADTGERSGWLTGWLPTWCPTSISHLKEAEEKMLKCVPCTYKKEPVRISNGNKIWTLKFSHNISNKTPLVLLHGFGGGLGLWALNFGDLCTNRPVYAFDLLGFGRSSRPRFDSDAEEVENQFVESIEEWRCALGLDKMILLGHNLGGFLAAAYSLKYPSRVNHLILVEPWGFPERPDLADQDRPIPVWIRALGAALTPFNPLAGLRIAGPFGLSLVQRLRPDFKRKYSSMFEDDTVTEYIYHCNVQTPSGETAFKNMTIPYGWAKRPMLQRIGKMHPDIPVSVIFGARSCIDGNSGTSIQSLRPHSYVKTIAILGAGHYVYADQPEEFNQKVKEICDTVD
Granule exo inh: blocks lytic granule exocytosis; TALL-104 LAMP-1 surface exposure, flow cytometry; cells stimulated with thapsigargin and PMA; inhibition, % at 10 µM; actives 0.66% (n = 360,000); AID 651702;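 active means inhibition above about 55%, limit read from the data; inconclusive means no clear call, values can overlap the other calls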
Vif inh: inhibitors of HIV Vif. HEK293T cells, Vif self-association by quenched fluorescence, imaging, 24 h. inhibition, % at 7.49 µM. actives 0.35% (n = 340,000); in the data active means inhibition above about 50%, passing the limit was not always enough; inconclusive means no clear call, values can overlap the other calls; inactive means below about 31%; further: some results filed as inactive read as strong as hits
NOD2-RIPK2 inh: blocks binding of human NOD2 to RIPK2; O43353; CHO BLA complementation NOD2-RIPK2, CCF4 ratio; inhibition, % at 4.98 µM; actives 0.38% (n = 360,000); AID 624267; in the data active means inhibition above about 21%;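 further: 0% = vehicle only and 100% = reference blocker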
aDG glyco up: increases alpha dystroglycan glycosylation. activation, % at 10 µM. AID 624168. Pro5-aDG cells, alpha-DG glycosylation AlphaScreen (IIH6); 0% Pro5, 100% B10-LARGE cell signal. actives 0.22% (n = 360,000);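 active means activation of at least 8% versus controls, or a plate z-score of at least 8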;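 further: Pro5 are CHO cells carrying HIG-tagged alpha-DG that lacks glycosylation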
MC4R antagonist: blocks human MC4R cAMP signaling; AID 540295; inhibition, % at 6.5 µM; P32245; MC4R-expressing cells, MTII-stimulated cAMP, LANCE TR-FRET; actives 0.48% (n = 360,000);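 active means inhibition above its plate's cutoff, the mean of tested wells on that plate plus 3 SD, cut at about 29% in these data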;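 further: 0% = Melanotan II alone and 100% = Melanotan II plus saturating MCL0020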
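Assay system: U2OS cells stably expressing human melanocortin 4 receptor (MC4R) / Dosing: 6.5 µM / Timing: compound 30 min, challenge 1 h, detection 1 h / Measured by: Eu-cAMP/anti-cAMP TR-FRET, emission 671 nm / Replicates: singlicate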
TLR9-MyD88 inh: blocks human TLR9 binding to MyD88; inhibition, % at 4.98 µM; Q9NR96+Q99836; actives 0.21% (n = 340,000); CHO BLA complementation TLR9-MyD88, CCF4 FRET ratio; AID 504734;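 active means inhibition above the mean over all tested compounds plus 3 SD, cut at about 21% in these data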;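 further: 0% = DMSO only wells and 100% = clavulanate BLA inhibitor control wells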
Glyco luc inh: blocks N-linked glycosylation in D54 reporter cells; D54 ERlucT glycosylation luciferase reporter, 24 h; percent of 100 nM tunicamycin response; reporter increase, % at 12.5 µM; actives 0.23% (n = 360,000); AID 588692;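 active means mean luciferase reporter signal, scaled so untreated is 0 and the glycosylation-blocking control 100, at or above a set limit in every replicate; inconclusive means mean reaches the limit but not every replicate does; inactive means mean below the limit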;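 further: luciferase carries N-glycosylation sites so blocking glycosylation raises the light; 0% = median of neutral control wells and 100% = median of 100 nM tunicamycin wells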
ABCB6 inh 2: inhibitors of human ABC transporter ABCB6; Q9NP58; K562-ABCB6 porphyrin accumulation, flow cytometry, 1 h; hits give low values; fluorescence ratio to DMSO, % at 10 µM; actives 0.19% (n = 360,000); AID 602162;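 active means fluorescence ratio to DMSO below 75%, the collection mean minus 3 SD; inconclusive means too few cells collected in the well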;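 further: signal is porphyrin accumulated inside mitochondria; 100% equals median channel fluorescence of DMSO control wells; lower ratio means ABCB6 inhibition with less porphyrin fluorescence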
* marks the source's active call; other numbers are inactive results; ? = inconclusive; . = not tested or not shown.

SMILES	MC4R ag barr	ABHD5 PLIN5 PPI	Granule exo inh	Vif inh	NOD2-RIPK2 inh	aDG glyco up	MC4R antagonist	TLR9-MyD88 inh	Glyco luc inh	ABCB6 inh 2
CCOC(=O)C1(Cc2cccc(OC)c2)CCN(Cc2cccc(OCC)c2O)CC1	1.4	-3	-1	-5	-5	0.9	4	0	-7	102
O=C(Nc1nnc(-c2ccccn2)o1)c1cccc(Br)c1	-1.8	-1	-2	-4	12	-0.1	0	3	4	104
C/C(=N/NS(=O)(=O)c1ccccc1)c1c[nH]c2ccccc12	2.3	1	-2	1	-6	-0.1	-1	-8	3	100
COc1ccccc1N1CCN(C(c2cc3cc(C)ccc3[nH]c2=O)c2nnnn2C2CCCC2)CC1 (stereo not given)	-0.8	1	4	2	-1	-0.3	8	9	-4	96
COc1ccc(N2C(=O)C(CC(=O)O)S/C2=N\N=C\c2cccs2)cc1 (stereo not given)	-0.2	1	-10	-1	-3	0.2	8	-6	1	97
COC(=O)C1=C(N)Oc2cc(C)n(Cc3cccnc3)c(=O)c2C1c1ccccc1OC (stereo not given)	-1.6	-1	-3	-4	-13	0.0	-10	-2	-1	107
Cc1ccc(C(=O)N(C)CC(=O)Nc2cccc(C)c2C)o1	-2.4	-3	0	-12	-1	0.1	1	-7	1	87
COC(=O)CNC(=O)c1cccc(F)c1	1.4	-12	-1	-3	-5	-0.2	6	-11	0	100
Cc1cc(N(C)C)ccc1[N+](=O)[O-]	-1.4	-7	-4	3	-12	-0.2	-1	-6	0	102
C=CCC[C@@H](Cc1ccc(F)cc1)C(=O)OC[C@@H](NC(=O)[C@@H](CC=C)CC(=O)N[C@H](CO)Cc1ccccc1)C(C)(C)C	-0.5	-5	-15	-4	-4	0.3	-1	0	3	126
CC(C)(C)c1ccc(Oc2ncccc2NC(=O)c2cccs2)cc1	0.8	-3	-6	18	-6	0.4	2	-7	0	93
COc1ccc(C)cc1NC(=O)c1sc2ncnc(N3CCN(c4ccccn4)CC3)c2c1C	1.4	0	32	4	-2	-0.2	11	3	-3	98
CCCc1cc(=O)oc2cc(OCC(=O)NC(Cc3ccc(Cl)cc3)C(=O)O)ccc12 (stereo not given)	-1.0	2	-2	-6	13	-0.2	0	-1	0	94
Cn1c(CSCc2ccc(Cl)cc2Cl)n[nH]c1=S	-1.5	-8	2	-9	0	-0.3	-5	4	0	97
COc1ccccc1CNC(=O)Cn1c(=O)oc2cc(S(=O)(=O)N3CCCC3)ccc21	-0.3	6	-4	-7	3	0.0	9	-1	-1	104
C[C@H]1CN([C@@H](C)CO)S(=O)(=O)c2ccc(Br)cc2O[C@@H]1CN(C)C(=O)CCN1CCCCC1	0.5	8	-6	0	-7	0.2	10	2	0	100
O=C(Nc1c(-c2ccccc2)nc2ccccn12)c1cccc(F)c1	-1.6	5	11	4	-3	0.0	4	2	-1	98
Nc1ncnc(N2CCOCC2)n1	0.5	0	-9	8	3	-0.1	1	5	-1	101
CC(=O)c1cccc(NC(=O)c2cc(-c3ccco3)nc3ccccc23)c1	-2.4	4	-8	1	-5	-0.4	6	-1	-2	95
Cc1nc2cc(Cl)c(Cl)cc2n1CCCO	-0.6	-6	-4	5	-9	-0.1	2	.	0	104
Cc1ccccc1C1=NC(C(F)(F)F)(C(F)(F)F)c2c(n(-c3ccc(F)cc3)c(=O)[nH]c2=O)N1	-0.3	1	3	-7	0	0.2	7	-10	3	90
COc1ccc(C(=O)c2coc3ccc(O)c(CN4CCCC4)c23)cc1	-1.5	-7	0	-9	-12	1.0	-3	-5	-4	100
COc1ccc(NC2CCCN(C(=O)c3csc(C(C)C)n3)C2)cc1 (stereo not given)	-1.2	-11	-2	4	8	-0.3	12	4	1	98
C=CC[C@@]12C=C(OC)C(=O)C(OC)=C1O[C@H](c1ccc3c(c1)OCO3)[C@H]2C	0.0	-1	-4	26	-3	-0.1	5	1	-2	98
CCOC(=O)c1sc(NC(=O)CSc2nnnn2-c2ccccc2)nc1C	7.4	-4	2	7	0	-0.2	25	3	3	99

Next entries.
SMILES	MC4R ag barr	ABHD5 PLIN5 PPI	Granule exo inh	Vif inh	NOD2-RIPK2 inh	aDG glyco up	MC4R antagonist	TLR9-MyD88 inh	Glyco luc inh	ABCB6 inh 2
Cc1nc(C)c(C(=O)OCC(=O)N(C)c2ccccc2)s1	-1.9	0	-2	-8	-4	-0.1	-2	-2	-1	102
CCn1c(C)cc(=O)cc1-c1ccc(Cl)cc1	-0.9	-6	-15	.	2	0.0	-6	-4	0	98
Cc1ccccc1Nc1ncnc2[nH]ncc12	-1.9	-7	-9	14	-3	0.0	6	-8	-3	98
O=C(CCCN1C(=O)c2cccc3cccc(c23)C1=O)N1CCc2ccccc2C1	-1.3	6	-1	8	2	-0.3	3	-9	-1	101
O=C1c2ccccc2C(=O)N1CCC#Cc1ccc2cc(CCO)oc(=O)c2c1	1.0	9	-3	-10	-8	0.2	7	5	0	92
Cc1c(NC(=O)CSc2ncccn2)c(=O)n(-c2ccccc2)n1C	2.3	8	-1	3	-8	-0.1	1	-2	2	87
S=C(NCCc1c[nH]c2ccccc12)NC1CC1	-2.3	-5	-35	19	-5	-0.1	11	3	2	104
O=C(CCc1ccccc1)OCC(=O)c1ccc(Br)cc1	-0.3	13	-4	-9	6	1.5	-11	6	3	93
CN(CCc1ccccn1)C(=O)CCC1CCCN(C(=O)c2ccc3c(c2)OCCO3)C1 (stereo not given)	3.0	11	2	-2	7	0.1	3	0	0	98
CCCc1cc(=O)oc2cc(OCC(=O)Nc3ccc(CN4CCOCC4)cc3)c(Cl)cc12	8.1	-4	4	?	-2	0.1	9	1	2	95
O=C(O)c1cnc(-c2ccccc2)nc1Oc1ccc(Cl)cc1	-2.4	2	0	8	7	-0.1	-2	0	2	107
O=C(Cc1ccc(-c2ccccc2)cc1)NC1CCCC1	-0.7	-3	0	-5	13	0.0	-7	7	0	103
CC(C)CCNC(=O)C12CN(Cc3ccccc3)CC1C(c1ccc([N+](=O)[O-])cc1)=NO2 (stereo not given)	-1.1	-4	-9	2	-9	0.1	2	2	-4	96
CC(C)NS(=O)(=O)c1ccc(CCC(=O)NCc2ccncc2)cc1	3.7	-5	3	-24	-7	0.3	11	0	-1	105
C=CCn1c(-c2cnn(-c3ccccc3)c2N)n[nH]c1=S	1.9	1	-1	-3	-12	-0.2	13	-1	-1	99
O=C(NCc1ccccc1Cl)C1CCC(CNc2c(N3CCOCC3)c(=O)c2=O)CC1 (stereo not given)	0.5	5	-7	-20	-7	-0.2	6	-6	0	98
CS(=O)(=O)N(CC(=O)N1CCN(c2ccccc2F)CC1)c1ccc2c(c1)OCCO2	0.4	-1	-5	-4	-9	-0.1	-5	2	-2	95
C=CCN=C1S/C(=C\N(C)C)C(=O)N1S(=O)(=O)c1ccc(C)cc1	-1.6	-5	-2	-1	-9	0.5	4	-2	0	94
CCOC(=O)C(Cc1ccccc1)NC(=O)CCc1c(C)nc2nc(C)nn2c1C (stereo not given)	-1.1	3	-1	1	3	-0.2	-2	8	-2	83
CCOc1ccccc1N1CCN(C(=O)CC(C)(C)C)CC1	-2.0	2	-2	3	-4	0.3	2	4	0	99
O=C(CSc1ncc(-c2ccccc2)n1CC1CCCO1)N1CCCCC1 (stereo not given)	1.4	-2	-1	-2	-3	0.2	-6	-1	-2	97
COc1ccc(OCc2nc3ccccc3n2C(C)C)cc1	-0.3	8	-2	-8	1	-0.2	7	-2	-2	95
COc1ccc2cc(C(=O)N/N=C/c3sc4ccccc4c3O)ccc2c1	-2.5	-2	13	-2	-3	-0.1	-6	19	-8	101
CC(=O)Nc1cccc(Oc2ncnc3scc(-c4ccccc4)c23)c1	-2.6	3	18	9	-5	0.1	4	-11	-1	99
CC1CCCN(CCC(=O)Nc2ccccc2)C1 (stereo not given)	-1.4	6	0	-1	-3	-0.3	6	-20	-1	99

Complete entries as entered above. Values in the order: MC4R ag barr	ABHD5 PLIN5 PPI	Granule exo inh	Vif inh	NOD2-RIPK2 inh	aDG glyco up	MC4R antagonist	TLR9-MyD88 inh	Glyco luc inh	ABCB6 inh 2
O=C(O)c1cnc(-c2ccccc2)nc1Oc1ccc(Cl)cc1 is listed as -2.4	2	0	8	7	-0.1	-2	0	2	107
Cc1cc(N(C)C)ccc1[N+](=O)[O-] is listed as -1.4	-7	-4	3	-12	-0.2	-1	-6	0	102
Cc1ccc(C(=O)N(C)CC(=O)Nc2cccc(C)c2C)o1 is listed as -2.4	-3	0	-12	-1	0.1	1	-7	1	87
CC(C)(C)c1ccc(Oc2ncccc2NC(=O)c2cccs2)cc1 is listed as 0.8	-3	-6	18	-6	0.4	2	-7	0	93

Further entries follow.
SMILES	MC4R ag barr	ABHD5 PLIN5 PPI	Granule exo inh	Vif inh	NOD2-RIPK2 inh	aDG glyco up	MC4R antagonist	TLR9-MyD88 inh	Glyco luc inh	ABCB6 inh 2
O=C(O)Cc1ccc2ocnc2c1	3.3	-3	-3	-3	0	0.0	0	-3	2	101
Cc1cccc(NC(=O)CSCC(=O)Nc2cc(S(=O)(=O)N3CCOCC3)ccc2N2CCCC2)c1	-0.4	-3	-1	.	10	0.0	6	4	3	96
COC(=O)c1ccc2nc(-c3ccc4c(c3)OCO4)cn2c1	0.4	3	-2	-1	3	0.7	5	-1	-20	101
Cc1cccc(NC(=O)CSc2nc3c(c(=O)[nH]2)CCC3)c1C	-1.1	1	5	0	-16	0.0	3	6	-4	96
O=C(Nc1ccccc1)C1COc2ccccc2O1 (stereo not given)	-1.6	2	25	0	-1	0.2	-3	-15	0	101
COC(=O)C1=C(C)NC(=O)NC1C1CC=CCC1 (stereo not given)	-2.8	4	-2	7	-9	-0.2	3	5	1	102
COc1cccc(OCC(=O)NNC(=O)c2cnccn2)c1	-3.0	2	-2	4	-14	-0.2	3	2	4	100
N#CCCN(C(=O)COC(=O)CNC(=O)c1cccs1)c1ccc(F)cc1	-1.1	8	-3	-10	-2	-0.1	5	-3	0	100
CCOC(=O)[C@H]1[C@H]2COc3ccc(Cl)cc3[C@@H]2N2C(=O)CN(C)C(=O)[C@@]12C	0.8	0	-10	-2	-2	0.0	3	-12	-1	97
O=C(Nc1c(F)cccc1F)c1ccc(-n2cncn2)nc1	-2.3	-3	3	-8	-10	0.0	7	-6	-1	102
CCOC(=O)C(C#N)c1ccccn1 (stereo not given)	-0.7	1	-3	16	-7	-0.1	-1	10	1	101
CCOc1ccc2nc(Cl)c(CN(C(C)=O)C3CCCCC3)cc2c1	-1.2	-2	-3	4	-4	0.1	-6	-1	-3	100
COc1ccc(N2CCN(c3oc(Cc4ccccc4)nc3C#N)CC2)cc1	-1.8	-4	-6	2	6	-0.2	6	2	-3	100
c1ccc(-c2noc(-c3ccncc3)n2)nc1	0.8	0	-2	-4	-6	-0.2	3	-9	-10	94
CCOc1cc(C(=O)N2CCC(CC3CC(c4ccccc4)=NO3)(C(=O)NCc3ccc(OC)cc3)CC2)cc(OCC)c1OCC (stereo not given)	0.3	-48	-20	-4	-7	0.3	9	-9	-2	95
COc1cc(/C=C/C(=O)NCC(=O)N2CCC(N(C)CCN3CCOCC3)CC2)ccc1OC(C)C	-0.8	-2	3	2	-5	-0.2	6	7	0	101

An excerpt (hit frequency here may not be typical).
